High-throughput results: PubChem, National Center for Advancing Translational Sciences (NCATS)
USP1-UAF1 inh = Inhibitors of USP1/UAF1: Primary Screen | recombinant USP1/UAF1, Ub-Rhodamine cleavage fluorescence | 390,000 compounds, 0.23% hits | AID 743255, 2014 | Potency, µM (titrated, usually from 57.1 µM), inactives show at the highest dose activity change, negative = inhibition, most hits filed as inhibitors; note: potency is the fitted concentration of half-maximal effect; % is set by controls: 0 for no effect and ±100 for the full control effect; nearly all actives have a fitted effect of over 60% in size; inactives centre near -12
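High-throughput fluorogenic screen: 1nM USP1/UAF1 complex, Ub-Rho substrate 150nM final, 50mM HEPES pH 7.8 with 0.5mM EDTA, 0.1 mg/ml BSA, 1mM TCEP and 0.01% Tween-20.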
mIDH1 inhibitor = qHTS for Inhibitors of mutant isocitrate dehydrogenase 1 (IDH1): qHTS | Potency, µM (titrated, usually from 76.6 µM), inactives show at the highest dose activity change, negative = inhibition, usual class: inhibitors | 390,000 compounds, 0.093% hits | IDH1-R132H enzyme, NADPH consumption, diaphorase/resazurin fluorescence | Isocitrate dehydrogenase [NADP] cytoplasmic (Homo sapiens), O75874 | AID 602179, 2012; note: potency is the fitted concentration of half-maximal effect; % is set by controls: 0 for no effect and ±100 for the full control effect; nearly all actives have a fitted effect of over 65% in size
Target sequence (O75874 whole entry R132H, stated change not applied): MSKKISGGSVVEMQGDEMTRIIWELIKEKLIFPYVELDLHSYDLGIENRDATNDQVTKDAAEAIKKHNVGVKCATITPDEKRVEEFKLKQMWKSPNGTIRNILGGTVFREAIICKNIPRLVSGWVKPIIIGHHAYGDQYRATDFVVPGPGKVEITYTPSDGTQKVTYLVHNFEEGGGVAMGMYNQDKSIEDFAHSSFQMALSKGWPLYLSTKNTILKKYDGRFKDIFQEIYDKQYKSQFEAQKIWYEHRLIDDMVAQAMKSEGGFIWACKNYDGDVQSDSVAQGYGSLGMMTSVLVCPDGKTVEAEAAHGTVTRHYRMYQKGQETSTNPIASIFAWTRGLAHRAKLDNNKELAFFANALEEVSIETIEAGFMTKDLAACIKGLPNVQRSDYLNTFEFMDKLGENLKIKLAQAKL
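IDH1-R132H (0.5 ug/mL dispensed) in pH 7.5 Tris buffer was preincubated 30 min with compound, then given a substrate mix of 0.016 mM NADPH and 2 mM alpha-KG for 80 min at room temperature; remaining NADPH was read by diaphorase/resazurin fluorescence.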
Glioma ERSR ind = qHTS for Inducers of the Endoplasmic Reticulum Stress Response (ERSR) in Human Glioma: qHTS | U87-MG GRP78 promoter luciferase reporter, 16 h | 420,000 compounds, 0.02% hits | AID 602332, 2012 | Potency, µM, without a hit: at the highest dose activation, usual class: activators; note: potency is the fitted concentration of half-maximal effect; series mostly up to about 76 µM; % of control where 0% means no effect; nearly all actives have a fitted effect of over 35% in size
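Stably transfected U87-MG glioma cells carrying a GRP78-based luciferase sensor; 16 h compound incubation. Luminescence end-point read 10 min after Bright-Glo addition at room temperature.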
RGS4 inh = Inhibitors of Regulator of G Protein Signaling (RGS) 4: qHTS. Transcreener GDP fluorescence polarization, RGS4-accelerated GTP hydrolysis. Potency, µM (top dose mostly 114 µM), inactives show at the highest dose activity change, negative = inhibition, usual class: inhibitors. 390,000 compounds, 0.039% hits; note: potency is the fitted concentration of half-maximal effect; % is set by controls: 0 for no effect and ±100 for the full control effect; nearly all actives have a fitted effect of over 75% in size; some results filed as inactive show a strong effect at the top dose
Target sequence (P49798 whole entry, looked up): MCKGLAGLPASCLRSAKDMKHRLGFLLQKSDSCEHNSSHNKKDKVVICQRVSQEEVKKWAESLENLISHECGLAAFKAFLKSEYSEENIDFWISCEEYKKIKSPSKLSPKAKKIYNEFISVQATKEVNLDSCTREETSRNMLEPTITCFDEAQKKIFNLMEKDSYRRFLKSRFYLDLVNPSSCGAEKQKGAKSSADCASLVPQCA
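MLSMR compounds (23 nl, pin-transferred) preincubated 10 min at room temperature with a 500nM (2x) first reagent, then RGS4 at 900nM (2x) plus Transcreener GDP mix added; fluorescence polarization (620/688 nm) read before and after 90 min at 30 °C.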
Vif-APOBEC3G blk = qHTS for Inhibitors of Vif-A3G Interactions: qHTS; DNA dC->dU-editing enzyme APOBEC-3G (Homo sapiens), Q9HC16; 410,000 compounds, 0.076% hits; Potency, µM (doses to about 46.1 µM), for the others: at the highest dose activity, negative = active, usual class: inhibitors; HeLa A3G-eYFP + Vif (tagged APOBEC3G with the HIV-1 protein that degrades it), YFP fluorescence, overnight;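 note: potency is the fitted concentration of half-maximal effect; % is set by controls: 0 for no effect and ±100 for the full control effect; nearly all actives have a fitted effect of over 60% in size; hits raise eYFP signal because A3G escapes Vif-driven loss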
Target sequence (Q9HC16 whole entry, looked up): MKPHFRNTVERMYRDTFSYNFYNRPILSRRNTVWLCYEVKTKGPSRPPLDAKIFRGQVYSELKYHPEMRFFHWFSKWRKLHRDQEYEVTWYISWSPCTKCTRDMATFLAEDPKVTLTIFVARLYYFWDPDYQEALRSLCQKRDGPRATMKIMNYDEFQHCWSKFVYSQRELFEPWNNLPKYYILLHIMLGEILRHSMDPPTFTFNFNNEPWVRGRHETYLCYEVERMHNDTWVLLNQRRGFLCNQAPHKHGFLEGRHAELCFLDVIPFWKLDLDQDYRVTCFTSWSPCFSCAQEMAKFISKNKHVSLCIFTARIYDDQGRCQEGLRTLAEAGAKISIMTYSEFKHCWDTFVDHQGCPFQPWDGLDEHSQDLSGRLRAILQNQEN
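Read-out is eYFP fluorescence (Ex 488/Em 500-530) from Vif-expressing HeLa A3G-eYFP cells; more signal means A3G escaped Vif-mediated degradation. Cells plated overnight, compound pinned in, incubated overnight at 37 deg C.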
TrxR1 inh = qHTS Assay for Inhibitors of Mammalian Selenoprotein Thioredoxin Reductase 1 (TrxR1): qHTS | Thioredoxin reductase 1, cytoplasmic (Rattus norvegicus), O89049 | recombinant rTrxR1, NADPH fluorescence consumption, selenite substrate | Potency, µM (top dose mostly 114 µM), inactives show top-dose activity change, negative = inhibition, usual class: inhibitors | 390,000 compounds, 1% hits; note: potency is the fitted concentration of half-maximal effect; % is set by controls: 0 for no effect and ±100 for the full control effect; nearly all actives have a fitted effect of over 65% in size
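Rat TrxR1 (90 nM in the dispensed reagent) was pre-reduced with 400 uM NADPH for 5 min at room temperature, then incubated with compound for 15 min. After 400 uM selenite was added, NADPH fluorescence (Ex 340/Em 450 nm) was followed for 8 min.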
LDHA block = qHTS assay for inhibitors of human lactate dehydrogenase; L-lactate dehydrogenase A chain (Homo sapiens), P00338; purified LDHA, NADH/diaphorase-resazurin fluorescence; stronger effect = lower value; 480,000 compounds, 0.15% hits; AID 1347041, 2019; activity change, % (values are at about 110 or 230 µM); in the data active = activity change below about -30%; inconclusive = mostly about -25% to -30%;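 note: plate controls were DMSO wells for no effect and wells without enzyme for full effect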
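Enzyme activity of human lactate dehydrogenase 5 (2 nM; 0.06 mM NADH, 0.2 mM pyruvate, 5 min, RT) is measured via a resazurin/diaphorase fluorescence readout of residual NADH.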
TrxR1 substrate = qHTS Assay for Substrates of Mammalian Selenoprotein Thioredoxin Reductase 1 (TrxR1): qHTS | Thioredoxin reductase 1, cytoplasmic (Rattus norvegicus), O89049 | purified TrxR1 substrate turnover, NADPH consumption readout | AID 588456, 2011 | Potency, µM (highest dose often 114 µM), for inactives: at the top dose activity change, negative = substrate turnover | 390,000 compounds, 0.01% hits; note: potency is the fitted concentration of half-maximal effect; % is set by controls: 0 for no effect and ±100 for the full control effect; nearly all actives have a fitted effect of over 50% in size
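Rat TrxR1, dispensed at 90 nM, was prereduced with 400 uM NADPH (final) for 5 min at ~22 deg C, then incubated with compound 15 min before 400 uM selenite. A first-read NADPH fluorescence drop versus no-compound background flagged substrates.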
Vif-APOBEC3F blk = qHTS for Inhibitors of Vif-A3F Interactions: qHTS. HeLa A3F-eYFP + Vif (tagged APOBEC3F with the HIV-1 protein that degrades it), YFP fluorescence increase. Potency, µM (highest dose often 46.1 µM), without a hit: top-dose activity, negative = active. 390,000 compounds, 0.2% hits; note: potency is the fitted concentration of half-maximal effect; % of control where 0% means no effect; nearly all actives have a fitted effect of over 65% in size
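Fluorescence increase (Ex 488/Em 500-530) after overnight compound treatment at 37 deg C flags inhibition of Vif-driven A3F-eYFP loss in stable HeLa A3F-eYFP/Vif cells seeded overnight beforehand.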
* hit, by the source's call; ? = inconclusive; . = not tested or not shown; & = joins results of further samples; [ ] = another dose, or the depositor's remark. Unless noted, calls come from the whole dose curve; as a rule, active = well fitted curve in the direction sought with a large enough effect; inconclusive = small, poorly fitted or top-dose-only effect, or another doubt; inactive = no such curve, though single readings can be large; an effect the other way counts as inactive or inconclusive.

SMILES | USP1-UAF1 inh | mIDH1 inhibitor | Glioma ERSR ind | RGS4 inh | Vif-APOBEC3G blk | TrxR1 inh | LDHA block | TrxR1 substrate | Vif-APOBEC3F blk
COc1cc(C)nc(OCCNC(=O)COc2ccc(Cl)cc2Cl)n1 | -12% | 5% | -5% | -32% | -3% | -4% | -4 | -10% | 0%
CCOc1cc(/C=C2/SC(=Nc3ccccc3)N(Cc3cccnc3)C2=O)ccc1OCC#N | -24% | -7% | -6% | -29% | -5% | -8% | -4 | -9% | 7%
N#C/C(=C/c1cc[nH]c1)C(N)=S | -21% | 4% | -4% | -35% | -3% | -36% | -1 | -9%[57.1 µM] | 8%
CC1CN(S(=O)(=O)c2ccc(C(=O)N(C)C3CCCCC3)cc2)CC(C)O1 (stereo not drawn) | -10% | -2% | -3% | 33% | 2% | 18% | -9 | 9% | 3%
CC1CCN(c2ccc3nnc(CCC(=O)NCCCOC(C)C)n3n2)CC1 | -10% | -1% | -3% | 9% | 0% | 11% | -1 | 7% | 1%
O=C(NC(c1ccc(Cl)cc1)c1cc(Cl)c2cccnc2c1O)c1cccnc1 (stereo not drawn) | -21% | -23% | -2% | 0% | 1% | 9% | -2 | 4% | -26%
CCOC(=O)Cn1nnc(-c2ccc(OCC(C)C)cc2)n1 | -10% | 5% | -3% | 14% | 0% | 25% | -13 | 6% | -1%
CC(C)(C)c1ccc(C(=O)NNc2ncccc2-n2cccc2)cc1 | -10% | 3% | 1% | 6% | -11% | 2% | 1 | 0% | 1%
CCCCC(=O)NC(c1ccc(Cl)cc1Cl)c1ccc2cccnc2c1O (stereo not drawn) | -25% | -3% | -4% | -52%[56.9 µM] | -19% | 15% | 26 | 0% | -12%
Cc1nn(C(=O)c2ccc(Cl)cc2)c(C)c1S(=O)(=O)N1CCCCCC1 | -12% | -13% | -3% | 18% | -4% | -5%[57.1 µM] | -11 | -1%[57.1 µM] | 1%
N/C(=N\OC(=O)c1ccc(F)cc1)c1nonc1N | -2% | 9% | 8% | -20% | -3% | 1% | 1 | 0% | 5%
COc1ccc(-n2c(=S)[nH]c3cc(C(=O)NCCCN4CCCC4=O)ccc3c2=O)cc1 | -14% | -6% | -2% | -25% | 3% | -18% | -5 | -8% | -5%
CCOC(=O)c1sc(NC(=O)COC(=O)CNC(=O)C2CCCCC2)c(C(=O)OCC)c1C | -11% | -7% | -3% | 7% | 1% | -3% | -13 | -6% | 0%
CCCCNC(=O)[C@@H]1CSC2c3ccc(OC)c(OC)c3C(=O)N21 (stereo partly drawn) | 0% | -4% | 2% | -9% | 0% | 10% | -11 | 0% | 13%
Cn1cccc1C(=O)C(=O)Nc1ccccc1 | -1% | 3% | -6% | 16% | -3% | 0%[57.1 µM] | -7 | 1%[57.1 µM] | 7%
Cc1ccc(NC(=O)C(C)OC(=O)COc2cccc(C(F)(F)F)c2)cc1 (stereo not drawn) | -13% | 0% | 0% | 21% | 1% | 15% | 3 | -8% | 6%
Cc1ccc(Cl)cc1NC(=O)Cn1nnc2sc3c(c2c1=O)CCC(C(C)(C)C)C3 (stereo not drawn) | -20% | . | . | -14% | . | 25% | -2 | 3% | .
Cc1onc(-c2c(F)cccc2Cl)c1C(=O)N1CCSCC1 | -5% | 0% | -4% | -39% | 2% | 13%[11.4 µM] | -5 | 5%[11.4 µM] | 19%
CN(CC(=O)Nc1ccc(Cl)cc1)CC(=O)N1CCc2ccccc21 | -23% | 11% | -5% | . | -1% | . | 0 | . | 4%
COc1cc(-c2nc3ccccc3nc2-c2ccc(O)c(OC)c2)ccc1O | -10% | -1% | -4% | -18% | ? | 18% | 0 | 3% | -6%
COc1ccc(N(C(=O)c2snc(C(N)=O)c2N)C(C(=O)NC2CCCCC2)c2ccc(C)o2)c(OC)c1 (stereo not drawn) | -6% | -28% | -5% | -10% | 0% | 13%[57.1 µM] | 0 | 1%[57.1 µM] | -1%
CCC(C)[C@H](NC(=O)NCCCc1ccccc1)C(=O)OC (stereo partly drawn) | -11% | 0% | -3% | 25% | 0% | -11%[11.4 µM] | -15 | 12%[57.1 µM] | -15%
CC1=C(C(=O)Nc2ccccc2Br)C2(CCC(C)CC2)OC1=O (stereo not drawn) | 9% | . | . | 18% | . | 21% | -16 | -3% | .
Cc1ccc2c(c1)c1c(n2CC2COC(C)(C)O2)C(=O)CCC1 (stereo not drawn) | -11% | 1% | -5% | 18% | 0% | -10% | -4 | 26% | 6%
CCC1=NN(C(=O)c2ccc(Cl)cc2)C(O)(c2ccc(C)cc2)C1 (stereo not drawn) | -13% | -7% | 4% | -1% | 2% | -8% | -1 | -11% | -27%
Cc1ccc(C(=O)NNC(=O)c2cc(OCC(F)(F)F)ccc2OCC(F)(F)F)cc1 | -23% | -5% | -2% | -15% | 0% | 15% | -3 | -6% | 5%
CCN(CC)CCNC(=O)c1ccc2c(c1NCCO)C(=O)c1ccccc1C2=O | -17% | 2% | -11% | 21% | -14% | 1% | 9 | -3% | -1%
CCCCCSc1nc2c(c(=O)[nH]c(=O)n2C)n1C | -7% | -6% | -2% | -6% | 0% | 4%[57.1 µM] | -6&3 | 2%[57.1 µM] | 1%
O=C(c1ccccc1)c1nn(-c2ccccc2)c(=O)cc1C(F)(F)F | -25% | 7% | -5% | 5% | ? | 6%[57.1 µM] | 1 | -12%[57.1 µM] | 3%
CC(=O)/C(C#N)=C1\NC(=O)C(Cc2cc(Cl)ccc2Cl)S1 (stereo not drawn) | -29% | -17% | -3% | -24% | 7% | 11% | -1 | -5% | ?
O=C(NCc1ccco1)Nc1cccc2ccccc12 | -14% | 3% | 0% | -5% | -9% | 36% | 1 | 19% | 1%
N#C/C(=C\c1cn(CC(=O)N2CCCCC2)c2ccccc12)C(=O)NCc1ccc2c(c1)OCO2 | -15% | -1% | -1% | 8% | -6% | -7% | -3 | -7% | -3%
N#CCCN(Cc1ccncc1)C(=S)NC1CC2C=CC1C2 (stereo not drawn) | -16% | 8% | 2% | -9% | 0% | -21% | 3 | -8% | 4%
CCOC(=O)c1nc(C)sc1-c1ccnn1S(=O)(=O)c1cccc(Cl)c1 | -14% | 20% | 0% | -10% | -1% | 4%[57.1 µM] | -6 | 1%[57.1 µM] | ?
O=C(Nc1ccccc1C(=O)NCc1ccccc1)c1ccccc1Br | -18% | 5% | 0% | -13% | -4% | 8% | -5 | 2% | 11%
CCc1cccc(OCCOCCN2CCCC2)c1 | -13% | 4% | 0% | -30% | -1% | -1% | -9 | -5% | -3%
Cn1c(=O)c2nc(SCC(=O)Nc3cc(Cl)ccc3Cl)n(C)c2n(C)c1=O | -24% | -14% | -1% | 6% | -2% | 22%[57.1 µM] | -24 | 3%[57.1 µM] | -3%
Cc1ccc(NC(=O)CSc2ccc(-c3ccc4c(c3)OCO4)nn2)cc1F | -12% | 1% | 4% | -13% | 0% | 8% | -4 | -2% | -20%
C=C(C)CN1CCN(c2c(CCC#N)c(C)c(C#N)c3nc4ccccc4n23)CC1 | -10% | 3% | -6% | -12% | -1% | 18%[57.1 µM] | 1 | 8%[57.1 µM] | -11%
COc1ccc(OC)c(NC(=O)c2cnc(Nc3ccc(C)c(Cl)c3)c3ccccc23)c1 | -18% | -8% | -3% | -5% | -5% | 35% | 4&4 | 26% | -5%
C=CCN1C(=O)C(CCCC)NC1=S (stereo not drawn) | -1% | -3% | -5% | 2% | 0% | 5% | -13 | 3% | -19%
Cc1cc(C)n2c(Nc3ccccc3C)c(-c3cccs3)nc2n1 | -19% | -21% | 2% | 11% | 2% | 1% | 3 | 8% | -1%
CCC(=C(c1ccc(O)cc1)c1ccc(OCCN(C)C)cc1)c1ccccc1 | -19% | 0% | -2% | . | 1% | . | -2 | . | -10%
CCOc1ccc(CCNC(=O)Cn2ccc3ccccc3c2=O)cc1OCC | -10% | -5% | 3% | 11% | 1% | -6% | -4 | 5%[57.1 µM] | -2%
CCOc1ccc(C(=O)Nc2cc(S(=O)(=O)Nc3ccccc3Cl)ccc2N2CCOCC2)cc1 | -24% | 5% | -1% | 2% | -2% | 23% | -8 | 17% | -6%

An excerpt, so the mix of outcomes need not match the whole.
